High-throughput results (PubChem)
NTR1 ag = agonists of NTR1, primary screen, imaging, U2OS cells, beta-arrestin-GFP, high content (AID 493036); NTR1-U2OS beta-arrestin-GFP spot imaging, agonist mode; activation, % at 20 µM; hit rate 0.17% among 330,000;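 active = activation at or above 40% of the spot to cytoplasm intensity ratio, with at least 20 cells analyzed; inconclusive = wells under 20 cells, flagged as cytotoxic or low count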;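 note: 0% = DMSO without peptide and 100% = 100 nM NTR1 peptide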
Target sequence (P30989 whole entry, looked up): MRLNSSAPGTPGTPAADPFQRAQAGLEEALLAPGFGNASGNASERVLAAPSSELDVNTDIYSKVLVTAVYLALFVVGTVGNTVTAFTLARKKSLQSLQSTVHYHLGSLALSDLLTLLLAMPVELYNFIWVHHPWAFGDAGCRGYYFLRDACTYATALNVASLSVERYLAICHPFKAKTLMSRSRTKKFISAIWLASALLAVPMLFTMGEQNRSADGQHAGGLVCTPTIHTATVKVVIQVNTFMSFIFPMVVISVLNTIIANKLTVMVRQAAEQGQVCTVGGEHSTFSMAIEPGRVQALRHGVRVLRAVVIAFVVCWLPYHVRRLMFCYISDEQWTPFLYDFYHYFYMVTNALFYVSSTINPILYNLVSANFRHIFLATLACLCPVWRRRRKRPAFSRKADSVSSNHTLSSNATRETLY
WT yeast gro inh = growth inhibition of WT yeast, mitochondrial fusion screen | mitochondrial fusion phenotypic screen, WT strain | inhibition, % at 10 µM | hit rate 2.1% among 190,000 | AID 1362; in the data active = inhibition above about 58%; tested in S. cerevisiae
RSV antiviral HEp-2 = RSV antiviral activity via CPE protection, HEp-2 cells, primary 10 µM value included (AID 2391). hit rate 0.13% among 310,000. CPE inhibition, % at 10 µM; hits with a dose series show IC50 in µM. HEp-2 cells, RSV-induced CPE inhibition; higher % means a stronger effect; in the data active = a potency from the dose series; inconclusive = CPE inhibition mostly from about 23% at the one dose, without a potency; inactive = the rest, 99 in 100 with CPE inhibition below about 21%; note: strong numbers were not always called active
AID2073 = disruptors of CaV2.2 binding to Mint1 – biochemical, HTRF (AID 2073) | HTRF protein-protein interaction, Mint1-CaV2.2; higher % means a stronger effect | one-dose inhibition, % at 20 µM; IC50 in µM for titrated hits | hit rate 0.19% among 290,000; in the data active = inhibition mostly above about 51%, no sharp cut-off; inconclusive = no clear call, values can overlap the other calls; inactive = mostly below about 53%; note: some results filed as inactive read as strong as hits
NS5 inhibitors = flavivirus cap methylation enzyme inhibition – biochemical, confirmation dose response, primary screen (AID 588689); Dengue-2 NS5 methyltransferase capping enzyme assay, biochemical; higher % means a stronger effect; one-dose inhibition, % at 25 µM; IC50 in µM for titrated hits; hit rate 0.3% among 340,000; in the data active = a potency from the dose series; inconclusive = inhibition above about 29% without an active follow-up result
Autophagy HCS = modulators of autophagy | hit rate 0.98% among 190,000 | MEF GFP-LC3 puncta imaging; test concentration mostly 10 µM | calls only at 10 µM (by protocol);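 active = percentage of spot-positive cells more than 3 SD above its plate mean, without a fluorescence outlier flag or 80% toxicity; inconclusive = no clear call, values can overlap the other calls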;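 note: spot-positive cell cutoff set from DMSO-treated cells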
GPR35 arrestin U2OS = inhibition of zaprinast-stimulated GPR35 beta-arrestin translocation – imaging, U2OS, beta-arrestin-GFP, zaprinast agonist, primary screen (AID 2058). hit rate 0.052% among 290,000. one-dose inhibition, % at 10 µM; IC50 in µM for titrated hits. U2OS GPR35 beta-arrestin-GFP translocation imaging, zaprinast antagonism; higher % means a stronger effect;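 active = inhibition of at least 50% with at least 30 cells and total cytoplasm GFP at most 10,000,000; inconclusive = under 30 cells or total GFP of 10,000,000 plus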
K1F lysis inhibition = protection from phage-mediated lysis, alamar blue read-out – E. coli UTI89, K1F phage, bacterial capsule biogenesis inhibitors (AID 488966). E. coli UTI89 K1F phage lysis, alamar blue, 2 h; higher % means a stronger effect. hit rate 0.02% among 340,000. one-dose inhibition, % at 100 µM; IC50 in µM for titrated hits;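 active = phage lysis inhibition, versus mean bacterial control, above a set limit; inconclusive = no clear call, values can overlap the other calls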;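 note: capsule biogenesis inhibitors block K1F phage lysis so surviving cells raise fluorescence; higher fluorescence means more inhibition of phage lysis; actives were called in the ten point dose series up to 300 µM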
LYP phosphatase = inhibitors of LYP phosphatase, biochemical, fluorescence intensity, uHTS (AID 1779) | recombinant LYP phosphatase, fluorescence intensity; higher % means a stronger effect | inhibition, % at 11.5 µM; hits with a dose series show IC50 in µM | hit rate 0.054% among 290,000; in the data active = inhibition above about 50%;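 note: plate controls were vehicle with enzyme for no effect and no enzyme for full effect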
WT yeast gro inh mutant strain = further read-out of WT yeast gro inh, marked with its call; inhibition, %; mitochondrial fusion phenotypic screen, mutant strain inhibition
Autophagy HCS cell loss 18 h = also measured in Autophagy HCS; calls as there; toxicity, %; measured here: cell loss, nuclei count;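 cell loss after 18 h compound exposure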
NTR1 ag cell count 20 µM = further read-out of NTR1 ag, marked with its call; cell count; measured here: cell count, cytotoxicity flag
The depositor's hits bear a star; [ ] = dose if it differs, or a comment.

What do the screens show for `Cc1cc[n+](CC2OCc3ccccc3CO2)cc1`?
NTR1 ag: -1.6; WT yeast gro inh: 4; RSV antiviral HEp-2: 0.5%; AID2073: -6%; NS5 inhibitors: -3%; Autophagy HCS: inactive; GPR35 arrestin U2OS: 16%; K1F lysis inhibition: -0.1%; LYP phosphatase: -2%; WT yeast gro inh mutant strain: -4; Autophagy HCS cell loss 18 h: -13; NTR1 ag cell count 20 µM: 27

How did Cc1ccc(N2CCCCn3c2nc2c3c(=O)n(CC(=O)O)c(=O)n2C)cc1 do in these assays?
NTR1 ag: 0.4; WT yeast gro inh: 1; RSV antiviral HEp-2: 1.7%; AID2073: 1%; NS5 inhibitors: -8%; Autophagy HCS: inactive; GPR35 arrestin U2OS: 5%; K1F lysis inhibition: 0.2%; LYP phosphatase: 0%; WT yeast gro inh mutant strain: 4; Autophagy HCS cell loss 18 h: 9; NTR1 ag cell count 20 µM: 42

Results for COc1ccc(S(=O)(=O)n2cnc3cc(C)c(C)cc32)cc1 ?
NTR1 ag: -0.9; WT yeast gro inh: 14; RSV antiviral HEp-2: 20%; AID2073: 1%; NS5 inhibitors: 0%; Autophagy HCS: inactive; GPR35 arrestin U2OS: 27%; K1F lysis inhibition: -1.1%; LYP phosphatase: -2%; WT yeast gro inh mutant strain: -19; Autophagy HCS cell loss 18 h: 14; NTR1 ag cell count 20 µM: 46

What do the screens show for `Brc1ccc(N=Cc2ccccn2)cc1`?
NTR1 ag: -0.9; WT yeast gro inh: -3; RSV antiviral HEp-2: 2.3%; AID2073: 0%; NS5 inhibitors: 0%; Autophagy HCS: inactive; GPR35 arrestin U2OS: -6%; K1F lysis inhibition: -0.1%; LYP phosphatase: 2%; WT yeast gro inh mutant strain: -9; Autophagy HCS cell loss 18 h: -7; NTR1 ag cell count 20 µM: 49

Results for CC(=O)c1sc(NC(=O)CCS(=O)(=O)c2ccccc2)nc1C ?
NTR1 ag: -0.5; RSV antiviral HEp-2: 0.6%; AID2073: 11%; NS5 inhibitors: 12%; GPR35 arrestin U2OS: -12%; K1F lysis inhibition: -0.7%[50 µM]; LYP phosphatase: -7%; NTR1 ag cell count 20 µM: 67

Results for CCc1cc2c(SCC#N)ncnc2s1 ?
NTR1 ag: -0.4; WT yeast gro inh: 17; RSV antiviral HEp-2: 12%; AID2073: -9%; NS5 inhibitors: -18%; Autophagy HCS: inactive; GPR35 arrestin U2OS: -3%; K1F lysis inhibition: 3.0%; LYP phosphatase: -6%; WT yeast gro inh mutant strain: 5; Autophagy HCS cell loss 18 h: 16; NTR1 ag cell count 20 µM: 40

What do the screens show for `N#Cc1c(Nc2cccc(F)c2)sc2c(O)cc(=O)[nH]c12`?
NTR1 ag: -0.5; WT yeast gro inh: 1; RSV antiviral HEp-2: 0.3%; AID2073: 27%; Autophagy HCS: inactive; GPR35 arrestin U2OS: -2%; LYP phosphatase: 10%; WT yeast gro inh mutant strain: 0; Autophagy HCS cell loss 18 h: -2; NTR1 ag cell count 20 µM: 39

Results for COc1ccc(-c2nc(CS(=O)CC(=O)NCCc3ccc(C)cc3)c(C)o2)cc1OC (stereo not given) ?
NTR1 ag: -0.9; RSV antiviral HEp-2: 3.2%; AID2073: inconclusive; NS5 inhibitors: -11%; GPR35 arrestin U2OS: 22%; K1F lysis inhibition: -0.2%; LYP phosphatase: -9%; NTR1 ag cell count 20 µM: 58

What do the screens show for `COc1cccc2c1OC[C@@H](CO)[C@H]2N(C)C(=O)Nc1ccc(Cl)cc1Cl`?
NTR1 ag: 2.2; WT yeast gro inh: 2; RSV antiviral HEp-2: -0.9%; AID2073: 12%; NS5 inhibitors: 1%; Autophagy HCS: inactive; GPR35 arrestin U2OS: 7%; K1F lysis inhibition: 2.9%; LYP phosphatase: -6%; WT yeast gro inh mutant strain: -2; Autophagy HCS cell loss 18 h: 5; NTR1 ag cell count 20 µM: 63

How did O=S(=O)(c1ccccc1)N1c2cc(Cl)ccc2Oc2nc3ccccc3nc21 do in these assays?
NTR1 ag: 0.4; WT yeast gro inh: 52; RSV antiviral HEp-2: 3.0%; AID2073: 14%; NS5 inhibitors: 9%; Autophagy HCS: inactive; GPR35 arrestin U2OS: -14%; K1F lysis inhibition: 0.5%; LYP phosphatase: -1%; WT yeast gro inh mutant strain: 10; Autophagy HCS cell loss 18 h: -9; NTR1 ag cell count 20 µM: 79

How did Cc1cccn2c(=O)nc(SCC(=O)N3CCCC3)nc12 do in these assays?
NTR1 ag: -1.0; RSV antiviral HEp-2: 1.8%; NS5 inhibitors: 7%; K1F lysis inhibition: 0.6%[50 µM]; NTR1 ag cell count 20 µM: 58

How did COc1ccc(N=C2SC(CC(=O)Nc3ccccc3OC)C(=O)N2Cc2ccco2)cc1 (stereo not given) do in these assays?
NTR1 ag: 2.9; WT yeast gro inh: 12; RSV antiviral HEp-2: 20%; AID2073: 48%; NS5 inhibitors: -3%; Autophagy HCS: inactive; GPR35 arrestin U2OS: 2%; K1F lysis inhibition: -2.0%; LYP phosphatase: -1%; WT yeast gro inh mutant strain: -6; Autophagy HCS cell loss 18 h: -4; NTR1 ag cell count 20 µM: 46

Results for O=c1c2cc(N3CCOCC3)ccc2[nH]c(=S)n1Cc1ccco1 ?
NTR1 ag: 1.0; WT yeast gro inh: 18; RSV antiviral HEp-2: 4.9%; AID2073: 51%; NS5 inhibitors: 22%; GPR35 arrestin U2OS: 2%; K1F lysis inhibition: 0.2%; LYP phosphatase: -5%; WT yeast gro inh mutant strain: 3; NTR1 ag cell count 20 µM: 83

What do the screens show for `O=C(NCc1ccco1)c1cccc2c1C(=O)N(C1CCCCC1)C2`?
NTR1 ag: 1.7; WT yeast gro inh: 27; RSV antiviral HEp-2: 0.5%; AID2073: 12%; NS5 inhibitors: 7%; Autophagy HCS: inactive; GPR35 arrestin U2OS: -16%; K1F lysis inhibition: -0.1%; LYP phosphatase: -5%; WT yeast gro inh mutant strain: 11; Autophagy HCS cell loss 18 h: -56; NTR1 ag cell count 20 µM: 62

How did Cc1cc(OCC(=O)Nc2ccccc2C(N)=O)c2c(C)cc(=O)oc2c1 do in these assays?
NTR1 ag: 0.9; RSV antiviral HEp-2: 2.4%; AID2073: 27%; NS5 inhibitors: -5%; GPR35 arrestin U2OS: 9%; K1F lysis inhibition: 6.5%; LYP phosphatase: -6%; NTR1 ag cell count 20 µM: 94

How did COc1cccc(NC(=S)NNC(=O)C(C)n2nc(C)c([N+](=O)[O-])c2C)c1 (stereo not given) do in these assays?
NTR1 ag: -0.4; WT yeast gro inh: 3; RSV antiviral HEp-2: 1.3%; AID2073: -18%; NS5 inhibitors: -2%; Autophagy HCS: inactive; GPR35 arrestin U2OS: 6%; K1F lysis inhibition: -2.0%; LYP phosphatase: -3%; WT yeast gro inh mutant strain: 1; Autophagy HCS cell loss 18 h: 11; NTR1 ag cell count 20 µM: 54

What do the screens show for `c1ccc2c(c1)N1CCCN=C1N2CCN1CCCCC1`?
NTR1 ag: 0.1; WT yeast gro inh: 2; RSV antiviral HEp-2: 0.3%; AID2073: -1%; NS5 inhibitors: -6%; Autophagy HCS: inactive; GPR35 arrestin U2OS: 11%; K1F lysis inhibition: 0.2%; LYP phosphatase: -6%; WT yeast gro inh mutant strain: -32; Autophagy HCS cell loss 18 h: 8; NTR1 ag cell count 20 µM: 75

How did CC1CCN(c2ccc(NC(=O)Cn3c(=O)oc4ccccc43)cc2)CC1 do in these assays?
NTR1 ag: 0.3; RSV antiviral HEp-2: 3.2%; AID2073: 4%; NS5 inhibitors: -3%; GPR35 arrestin U2OS: 20%; K1F lysis inhibition: 0.0%; LYP phosphatase: -9%; NTR1 ag cell count 20 µM: 64

What do the screens show for `O=C(Nc1nnc(-c2cccs2)o1)c1cccc(Oc2ccccc2)c1`?
NTR1 ag: 2.2; WT yeast gro inh: 68; RSV antiviral HEp-2: -0.8%; AID2073: 36%; NS5 inhibitors: 11%; Autophagy HCS: inactive; GPR35 arrestin U2OS: -13%; K1F lysis inhibition: inactive; LYP phosphatase: 0%; WT yeast gro inh mutant strain: 77; Autophagy HCS cell loss 18 h: 18; NTR1 ag cell count 20 µM: 58

What do the screens show for `O=c1c(F)cn(C2CCCO2)c(=O)n1Cc1ccccc1Cl` (stereo not given)?
NTR1 ag: -2.7; WT yeast gro inh: -3; RSV antiviral HEp-2: 1.6%; AID2073: 0%; NS5 inhibitors: -4%; Autophagy HCS: inactive; GPR35 arrestin U2OS: -1%; K1F lysis inhibition: 2.3%; LYP phosphatase: -2%; WT yeast gro inh mutant strain: 6; Autophagy HCS cell loss 18 h: 2; NTR1 ag cell count 20 µM: 76

What do the screens show for `CCc1cc2c(N3CCN(c4ccccc4)CC3)ncnc2s1`?
NTR1 ag: 27; WT yeast gro inh: -1; RSV antiviral HEp-2: 12%; AID2073: 2%; NS5 inhibitors: 9%; Autophagy HCS: inactive; GPR35 arrestin U2OS: -1%; K1F lysis inhibition: 2.6%; LYP phosphatase: -4%; WT yeast gro inh mutant strain: 7; Autophagy HCS cell loss 18 h: 2; NTR1 ag cell count 20 µM: 45

What do the screens show for `COc1cc(NC(=O)CSc2nnc(C)s2)cc(OC)c1OC`?
NTR1 ag: 0.8; WT yeast gro inh: 7; RSV antiviral HEp-2: 0.5%; AID2073: 6%; NS5 inhibitors: -4%; Autophagy HCS: inactive; GPR35 arrestin U2OS: 9%; K1F lysis inhibition: 6.0%; LYP phosphatase: -10%; WT yeast gro inh mutant strain: -4; Autophagy HCS cell loss 18 h: 5; NTR1 ag cell count 20 µM: 39

What do the screens show for `CCOC(=O)c1ccc(COC(=O)CCc2nc3ccccc3[nH]c2=O)o1`?
NTR1 ag: -0.2; WT yeast gro inh: 1; RSV antiviral HEp-2: -0.8%; AID2073: 12%; NS5 inhibitors: 3%; Autophagy HCS: inactive; GPR35 arrestin U2OS: -1%; K1F lysis inhibition: -0.1%; LYP phosphatase: 6%; WT yeast gro inh mutant strain: 1; Autophagy HCS cell loss 18 h: -3; NTR1 ag cell count 20 µM: 81

Taken from the entries so far for reference:
Results for O=c1c2cc(N3CCOCC3)ccc2[nH]c(=S)n1Cc1ccco1 ?
NTR1 ag: 1.0; WT yeast gro inh: 18; RSV antiviral HEp-2: 4.9%; AID2073: 51%; NS5 inhibitors: 22%; GPR35 arrestin U2OS: 2%; K1F lysis inhibition: 0.2%; LYP phosphatase: -5%; WT yeast gro inh mutant strain: 3; NTR1 ag cell count 20 µM: 83

What do the screens show for `O=C(NCc1ccco1)c1cccc2c1C(=O)N(C1CCCCC1)C2`?
NTR1 ag: 1.7; WT yeast gro inh: 27; RSV antiviral HEp-2: 0.5%; AID2073: 12%; NS5 inhibitors: 7%; Autophagy HCS: inactive; GPR35 arrestin U2OS: -16%; K1F lysis inhibition: -0.1%; LYP phosphatase: -5%; WT yeast gro inh mutant strain: 11; Autophagy HCS cell loss 18 h: -56; NTR1 ag cell count 20 µM: 62
